Akt phos inh = HTS Assay for Inhibitors of Akt Phophorylation: Primary Screen | Neuro2A IGF-stimulated pAkt S473 HTRF, 20 min; hits give low values | activity change, % for hits at 50 µM | 360,000 compounds, 0.32% hits | AID 651550, 2012; in the data active means activity change below about -80%; inconclusive means mostly about -51% to -80%; further: on the % scale 0 is the no-effect control and ±100 the full control effect
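Neuro2A cells (4,500/well, DMEM with 0.5% FBS) were treated with compound at a single 50 µM final concentration, stimulated with 6 nM IGF for 20 min at 37 °C, and lysed. Phospho-Akt Ser473 was read by HTRF as 665/615 ratio ×10^4.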
HepG2 viability = qHTS for Inhibitors of TGF-b: Cytotox Counterscreen; AID 588856, 2011; 410,000 compounds, 0.76% hits; Potency, µM (doses to about 46.1 µM), for inactives: at the highest dose activity change, negative = cytotoxicity, actives largely listed as cytotoxic; HepG2 CAGA-GFP viability, ATP luminescence, 18 h; further: potency means the concentration at half of the fitted maximal effect; some results filed as inactive show a strong effect at the top dose
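HepG2 CAGA-GFP cells (1000/well, DMEM with 1% FBS) received compound, then TGF-beta at 500 pg/mL final, and were incubated 18 hours at 37 degrees C. Viability was read by CellTiter-Glo luminescence. Media-only wells were set as complete cell-killing and DMSO as no toxicity.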
Nrf2 ARE act = qHTS of Nrf2 Activators | Potency, µM (titrated, usually from 46.1 µM), for inactives: top-dose activation, actives largely listed as activators | AREc32 ARE-luciferase reporter (MCF7-derived line), luminescence, 24 h | 410,000 compounds, 0.31% hits; further: potency means the concentration at half of the fitted maximal effect; % of control where 0% means no effect; nearly all actives have a fitted effect of over 65% in size
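Reporter line AREc32 (ARE-Fluc), seeded overnight in OPTI-MEM with 5% FBS; compound pin-transferred, 24 hr at 37 deg C, 5% CO2; luminescent read-out.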
MmCpn inh = Inhibitors of TCP-1 ring complex (TRiC) of Methanococcus maripaludis (MmCpn): qHTS; Chaperonin Mm-Cpn (Methanococcus maripaludis); purified Mm-Cpn ATPase, ADP Transcreener TR-FRET; Potency, µM (doses to about 76.9 µM), for the others: at the top dose activity, negative = inhibition, hits mostly inhibitors; 330,000 compounds, 0.031% hits; further: potency means the concentration at half of the fitted maximal effect; on the % scale 0 is the no-effect control and ±100 the full control effect; nearly all actives have a fitted effect of over 80% in size
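Compound-treated chaperonin, 25 nM final, turns over 10 uM ATP at 37°C for 30 min following a 10 min preincubation; ADP generated competes with ADP-d2 for Eu-cryptate antibody, lowering FRET.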
Nrf2 inh = Nrf2 qHTS screen for inhibitors. A549 ARE-Fluc reporter, luciferase luminescence, 18-24 h. 360,000 compounds, 2.1% hits. Potency, µM (titrated, usually from 46 µM), inactives show at the top dose activity change, negative = inhibition, hits mostly inhibitors; further: potency means the concentration at half of the fitted maximal effect; on the % scale 0 is the no-effect control and ±100 the full control effect; nearly all actives have a fitted effect of over 60% in size
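Quantitative HTS in A549 cells stably bearing an antioxidant response element-firefly luciferase construct. Inhibition of Nrf2-driven transcription was scored by luminescence after 18-24 h of compound exposure at 37 °C.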
A549 tox = Nrf2 qHTS screen for inhibitors: counterscreen for cytotoxicity; A549 ARE-Fluc cells, CellTiter-Fluor viability, 18-24 h; Potency, µM (top dose mostly 46 µM), for the others: top-dose activity change, negative = cytotoxicity, most hits filed as inhibitors; 390,000 compounds, 0.16% hits; AID 504648, 2011; further: potency means the concentration at half of the fitted maximal effect; on the % scale 0 is the no-effect control and ±100 the full control effect
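A549 ARE-Fluc cells in 5% FBS OPTI-MEM, 5000 cells/well, rested 2 h then exposed to compounds in concentration-response for 18-24 h at 37 °C. Viability by CellTiter-Fluor fluorescence (Ex 405/Em 525) after 30 min; luciferase luminescence (BugLite, 15 min, RT) read afterwards.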
Abeta yeast res = qHTS for compounds that reverse cellular toxicity of Amyloid beta (A-beta) peptide in yeast: Primary Screen; yeast expressing A-beta42, growth rescue, OD600, 48 h; response scale: 0% DMSO, 100% iron-clioquinol control; Potency, µM (highest dose often 46.1 µM), without a hit: at the highest dose growth rescue, hits mostly activators; 410,000 compounds, 0.063% hits; further: potency means the concentration at half of the fitted maximal effect; nearly all actives have a fitted effect of over 55% in size
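Yeast growth medium received pinned compounds, then yeast cells expressing toxic A-beta were added; plates incubated at 30 C for 48 hr. Growth read as absorbance at 600 nm, normalized to DMSO and equimolar FeCl3 plus clioquinol controls.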
TGFb inhibitor = qHTS for Inhibitors of TGF-b | HepG2 CAGA-GFP TGF-b/SMAD3 reporter, GFP fluorescence, 18 h; TGF-beta stimulated, 500 pg/mL final | Potency, µM (series often up to 46.1 µM), for the others: at the highest dose activity, negative = inhibition, usual class: inhibitors | 410,000 compounds, 1.2% hits | AID 588855, 2011; further: potency means the concentration at half of the fitted maximal effect; on the % scale 0 is the no-effect control and ±100 the full control effect; nearly all actives have a fitted effect of over 65% in size
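Read-out: total well GFP (ex488/em500-530) summed from mean per-cell fluorescence. Cells: HEPG2 CAGA-GFP, 1% FBS DMEM, 18 h at 37 degrees C with 500 pg/mL final TGF-beta. Unstimulated wells served as the full-inhibition control; stimulated DMSO wells = 0%.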
CCT chaperon mod = High-Throughput Screening for Modulators of Cytosolic Chaperonin Activity. activity change, % (concentration not given with the values), hits read low. AID 651819, 2012. purified chaperonin ATPase assay, HTRF ADP detection, 30 min. 360,000 compounds, 0.3% hits; in the data active means activity change below about -30%; further: on the % scale 0 is the no-effect control and ±100 the full control effect
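TRiC at 40 or 20 nM final (batch-dependent) in 30 mM Tris pH 7.4, 100 mM KCl, 5 mM MgCl2, 1 mM DTT, with compound at single 76 uM and 10 uM ATP, 30 min at 37 deg C. ADP detected by HTRF Transcreener, 665/615 ratio.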
Numbers without * were called inactive; i = inactive; ? = inconclusive; . = not tested or not shown; [ ] = dose if it differs, or a comment. Unless noted, the call rests on the fitted dose curve; in most records, active means well fitted curve in the direction sought with a large enough effect; inconclusive means small, poorly fitted or top-dose-only effect, or another doubt; inactive means no such curve, though single readings can be large; an effect the other way counts as inactive or inconclusive.

SMILES | Akt phos inh | HepG2 viability | Nrf2 ARE act | MmCpn inh | Nrf2 inh | A549 tox | Abeta yeast res | TGFb inhibitor | CCT chaperon mod
O=C(COc1ccccc1Cl)Nc1ccc(C(=O)N2CCCCC2)cc1 | i | 39% | 2.6% | 2% | ? | -1% | -5% | 8% | 0.8
COc1ccc(/C=N/NC(=O)CNC(=O)c2ccc(S(=O)(=O)N3CCOCC3)cc2)cc1OC | i | 24% | -0.3% | 0% | 3% | 0% | -7% | 19% | 0.9
CCc1ccc(N(CC)C(=O)Cn2c(=O)oc3ccccc32)cc1 | . | -8% | -1.2% | . | -8%[9.27 µM] | 0% | 9% | 0% | .
O=C(/C=C/c1cccs1)NC1CCCC1 | i | -6% | 2.2% | 0% | ? | 1% | 2% | -3% | -1.1
O=C(OC(C(=O)NC1CCCCC1)c1ccccc1F)c1ccco1 (stereo not given) | i | 7% | -0.2% | 3% | 7% | 0% | 15% | -2% | -1.2
CCc1ccc(S(=O)(=O)Nc2ccc(N3CCN(C)CC3)cc2)cc1 | i | 11% | 0.4% | -2% | 9% | -4% | 13% | 10% | 0.2
COc1ccc(NS(=O)(=O)c2ccc(C(=O)N3CCC(C)CC3)cc2)cc1 | i | -8% | 3.0% | 2% | ? | -13% | 12% | -19% | 0.7
COc1ccccc1CNC(=O)Cn1ncc2c(C)n(Cc3ccccc3Cl)c(C)c2c1=O | . | -35% | 0.1% | . | ? | -7% | 9% | ? | .
Cc1cc(C)cc(OC(=O)c2cccnc2)c1 | i | 3% | 0.0% | 1% | 7% | -1% | -2% | -2% | 2.0
O=C(COc1ccc(S(=O)(=O)N2CCCC2)cc1Cl)NCc1ccccn1 | i | -8% | -0.9% | 2% | -4% | -1% | 16% | -5% | -0.4
Cc1nnc(SCc2cccc(CSc3nnc(C)s3)c2)s1 | i | -1% | 0.0% | 1% | 12% | -6% | -8% | -5% | -3.8
COc1ccc(NC(=O)CN2CCN(Cc3ccccc3Cl)S2(=O)=O)cc1Cl | . | -4% | 3.8% | . | ? | -2% | 12% | ? | .
CC1CCCN(S(=O)(=O)c2cccc(C(=O)NCCCN3CCCC3=O)c2)C1 (stereo not given) | i | -21% | 0.1% | . | . | . | 3% | -7% | 0.4
N#Cc1ccc(C(=O)Nc2cc(S(=O)(=O)N3CCOCC3)ccc2N2CCCC2)cc1 | i | 3% | -0.3% | 1% | 4% | 3% | -30%[inhibitor] | 1% | 2.8
CC(C)N1CCN(Cc2ccsc2)CC1CCO (stereo not given) | i | -29% | 0.2% | 0% | 1% | 0% | -10% | 8% | 0.7
Cc1cc(C)cc(NC(=O)Cc2noc3ccccc23)c1 | . | -17% | 4.8% | . | ? | -13% | 0% | -12% | .
Cc1cc(NC(=O)CN(C)CC(=O)Nc2ccc(Cl)cc2)no1 | i | 0% | 3.4% | -1% | 4% | 5% | 3% | -3% | -3.4
CCC(C)NC(=O)CC(C)C (stereo not given) | i | 4% | -0.3% | -1% | 6% | -1% | 7% | 7% | -0.3
CCOC(=O)Cc1csc(NC(=O)CC(C)(C)C)n1 | i | -22% | 0.6% | 0% | ? | 9% | 9% | -7% | 0.9
Cc1cccc(NC(=O)CN2C(=O)c3cccc4cccc2c34)c1C | . | -2% | -0.4% | . | 1% | -1% | -34%[inhibitor] | -3% | .

Compounds shown so far with an aryl methoxy group:
SMILES | Akt phos inh | HepG2 viability | Nrf2 ARE act | MmCpn inh | Nrf2 inh | A549 tox | Abeta yeast res | TGFb inhibitor | CCT chaperon mod
COc1ccc(/C=N/NC(=O)CNC(=O)c2ccc(S(=O)(=O)N3CCOCC3)cc2)cc1OC | i | 24% | -0.3% | 0% | 3% | 0% | -7% | 19% | 0.9
COc1ccc(NS(=O)(=O)c2ccc(C(=O)N3CCC(C)CC3)cc2)cc1 | i | -8% | 3.0% | 2% | ? | -13% | 12% | -19% | 0.7
COc1ccccc1CNC(=O)Cn1ncc2c(C)n(Cc3ccccc3Cl)c(C)c2c1=O | . | -35% | 0.1% | . | ? | -7% | 9% | ? | .
COc1ccc(NC(=O)CN2CCN(Cc3ccccc3Cl)S2(=O)=O)cc1Cl | . | -4% | 3.8% | . | ? | -2% | 12% | ? | .

More structures.
SMILES | Akt phos inh | HepG2 viability | Nrf2 ARE act | MmCpn inh | Nrf2 inh | A549 tox | Abeta yeast res | TGFb inhibitor | CCT chaperon mod
COC(=O)c1ccccc1NC(=O)CN1C(=O)COc2ccccc21 | . | -3% | 0.3% | . | -7% | 3% | -1% | -3% | .
CCOC(=O)N1CCN(c2c(NCCN3CCCCC3CC)c(=O)c2=O)CC1 (stereo not given) | i | 21% | -0.4% | -1% | 4% | 4% | -6% | 1% | -2.3
CCOC(=O)N1CCC(N2CCN(CCC(C)C)C(CCO)C2)CC1 (stereo not given) | i | -3% | 0.3% | 1% | 1% | 8% | -6% | 0% | 0.2
CCOC(=O)[C@]12CCC=C1N(CCC1=CCCCC1)C(=O)[C@H](CC(=O)NCCc1ccccc1OC)C2 | i | . | 3.7% | . | . | . | 2% | . | -3.6
O=c1[nH]nc(-c2ccc(NCCO)c([N+](=O)[O-])c2)c2ccccc12 | i | -3% | 3.3% | 1% | ? | -13% | 4% | 10% | 2.3
CCOC(=O)c1nn(-c2ccccc2)c(=O)c2c(NC(C)=O)scc12 | i | 3.2µM* | 0.6% | 3% | -2% | 1% | -17% | 2% | 0.2
COc1ccc(NC(=S)Nc2ccccn2)c(OC)c1 | i | -18% | 14% | 2% | 6% | 1% | -1% | ? | -1.3
CCCCOc1ccc(-n2nc(C)cc2C)nn1 | -101%* | -2% | 6.6% | -2% | ? | -10% | 6% | -1% | -5.5
Oc1ccc(/C=N/Nc2ccccc2)cc1 | i | -9% | 9.5% | -2% | 0% | 1% | -5% | 0% | -1.1
COc1ccc([N+](=O)[O-])cc1NS(=O)(=O)c1cccc(C(=O)NCCCN2CCCC2=O)c1 | i | -2% | 5.5% | 1% | 14% | -4% | -5% | -1% | 0.6
Cc1cc(CN(C)C(=O)C2CCC(=O)N(CCc3ccccc3)C2)n[nH]1 (stereo not given) | i | -2% | 0.0% | 1% | 6% | -13% | -11% | -12% | -1.7
CCOC(=O)Cc1nnc(NC(=O)c2ccccc2OC)s1 | i | 13% | 0.3% | ? | . | 6% | 4%[9.22 µM] | -14% | -6.7
COc1ccc(OC)c(NC(=O)CN(C)CC(=O)Nc2ccccc2Cl)c1 | i | -2% | 0.5% | -2% | 0% | 0% | -8% | 1% | 0.0
CCCc1cc(=O)oc2cc(OCC(=O)NC(Cc3ccc(Cl)cc3)C(=O)O)ccc12 (stereo not given) | i | -18% | -0.3% | 0% | -9% | 8% | -8% | 8% | -2.1
Cc1cc(=O)[nH]c(N/N=C/c2c(C)nn(-c3ccccc3)c2C)n1 | i | 2% | 0.4% | 2% | -12% | -1% | -4% | 1% | -2.2
Cc1ccccc1-n1c(C)cc(/C=C(\C#N)C(=O)NCC2CCCO2)c1C (stereo not given) | i | -23% | 2.0% | -1% | ? | 10% | 1% | -30% | -0.6
COc1ccc(C(=O)N/C(=C/c2cccnc2)C(=O)N2CCCCCC2)cc1OC | i | -4% | -0.6% | -1% | -3% | 1% | -3% | -8% | 0.8
Cc1cc(C)cc(Cn2cc(CN3CC(N4CCN(CCN(C)C)CC4)CS3(=O)=O)nn2)c1 (stereo not given) | i | . | -0.8% | . | . | . | -5% | . | -0.8
CCOC(=O)C1C(=O)OC(C)(C)C1C(CC)C(=O)c1ccccc1 (stereo not given) | i | -2% | -0.2% | 1% | 9% | -6% | 4% | 5% | 1.4
Cc1cccc(-n2c3nc(=O)n(C)c(=O)c-3cc3c(Cl)cccc32)c1C | . | 5% | 1.3% | . | 3% | -2% | -8% | 1% | .
O=C1NC[C@H](Cc2ccccc2)N(CC2CCN(CCc3ccc(-c4ccccc4)cc3)CC2)C1=O | i | -30% | 9.2% | . | -2% | 0% | -12% | -25% | -0.7
Cc1nc2scc(-c3ccccc3)c2c(=O)o1 | i | 5% | -0.8% | 1% | ? | 2% | 1% | -5% | 0.3
CC1=C(C(=O)N(C)C)CC(CC(=O)NCCc2ccccn2)C(=O)N1Cc1ccc(F)cc1 (stereo not given) | i | -33% | 1.8% | . | . | . | -3% | 17% | -0.8
O=C(Nc1cccc(C(=O)Nc2ccccc2F)c1)c1ccccc1 | i | -5% | -0.4% | -1% | ? | -10% | -15% | 28% | -2.3
CN1CCN(S(=O)(=O)c2ccc3c(c2)oc(=O)n3C)CC1 | i | 8% | -0.5% | 0% | 0% | 0% | -15% | -5% | -2.0

Whole records as entered above.
O=C1NC[C@H](Cc2ccccc2)N(CC2CCN(CCc3ccc(-c4ccccc4)cc3)CC2)C1=O across the screens: Akt phos inh = i; HepG2 viability = -30%; Nrf2 ARE act = 9.2%; MmCpn inh = .; Nrf2 inh = -2%; A549 tox = 0%; Abeta yeast res = -12%; TGFb inhibitor = -25%; CCT chaperon mod = -0.7
O=C(Nc1cccc(C(=O)Nc2ccccc2F)c1)c1ccccc1 across the screens: Akt phos inh = i; HepG2 viability = -5%; Nrf2 ARE act = -0.4%; MmCpn inh = -1%; Nrf2 inh = ?; A549 tox = -10%; Abeta yeast res = -15%; TGFb inhibitor = 28%; CCT chaperon mod = -2.3

High-throughput results: PubChem BioAssay, National Center for Advancing Translational Sciences (NCATS)
